# S2 tox: Viability Counterscreen for Primary qHTS for Inhibitors of ATXN expression | S2 cells (HEK-293 line with an ATXN2-luciferase reporter) viability, CellTiter-Fluor protease fluorescence, 24 h | Potency, µM (highest dose often 56.7 µM), usual class: cytotoxic | 400,000 tested, 0.49% active | AID 651635, 2014; further: potency means the concentration at half of the fitted maximal effect; nearly all actives have a fitted effect of over 40% in size
# CCT chaperon mod: High-Throughput Screening for Modulators of Cytosolic Chaperonin Activity; activity change, % (no concentration beside the values), hits read low; purified chaperonin ATPase assay, HTRF ADP detection, 30 min; 360,000 tested, 0.3% active; in the data active means activity change below about -30%; further: on the % scale 0 is the no-effect control and ±100 the full control effect
#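 Enzyme 40 or 20 nM (batch-dependent) in Tris pH 7.4/KCl/MgCl2/DTT; cpd 76 uM single point; ATP 10 uM; 30 min 37 °C; Transcreener ADP HTRF detection, 30 min RT; ratio 665/615.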
# Akt phos inh: HTS Assay for Inhibitors of Akt Phophorylation: Primary Screen. activity change, % for hits at 50 µM. 360,000 tested, 0.32% active. Neuro2A IGF-stimulated pAkt S473 HTRF, 20 min; stronger effect = lower value; in the data active means activity change below about -80%; inconclusive means mostly about -51% to -80%; further: on the % scale 0 is the no-effect control and ±100 the full control effect
#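 Neuro2A cells (4,500/well, DMEM with 0.5% FBS) were treated with compound at a single 50 µM final concentration, stimulated with 6 nM IGF for 20 min at 37 °C, and lysed. Phospho-Akt Ser473 was read by HTRF as 665/615 ratio ×10^4.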
# TGFb SMAD3 inh: qHTS for Inhibitors of TGF-b. HepG2 CAGA-GFP TGF-b/SMAD3 reporter, GFP fluorescence, 18 h; TGF-beta stimulated, 500 pg/mL final. Potency, µM (top dose mostly 46.1 µM), inactives show top-dose activity, negative = inhibition, usual class: inhibitors. 410,000 tested, 1.2% active. AID 588855, 2011; further: potency means the concentration at half of the fitted maximal effect; on the % scale 0 is the no-effect control and ±100 the full control effect; nearly all actives have a fitted effect of over 65% in size
#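 Inhibition was scored as loss of TGF-beta-induced (500 pg/mL final, 18 hours, 37 degrees C) GFP in HEPG2 cells carrying a CAGA-GFP reporter, in DMEM with 1% FBS. Well GFP was summed per cell; Activity was normalised to unstimulated and stimulated DMSO wells, then concentration-response fitting.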
# MmCpn inh: Inhibitors of TCP-1 ring complex (TRiC) of Methanococcus maripaludis (MmCpn): qHTS; Chaperonin Mm-Cpn (Methanococcus maripaludis); Potency, µM (top dose mostly 76.9 µM), for the others: at the top dose activity, negative = inhibition, hits mostly inhibitors; AID 504842, 2011; purified Mm-Cpn ATPase, ADP Transcreener TR-FRET; 330,000 tested, 0.031% active; further: potency means the concentration at half of the fitted maximal effect; on the % scale 0 is the no-effect control and ±100 the full control effect; nearly all actives have a fitted effect of over 80% in size
#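 Purified archaeal chaperonin (25 nM final) was preincubated with compound for 10 min at 37°C, then ATP (10 uM final) was added for 30 min at 37°C in Tris pH 7.4/KCl/MgCl2/DTT buffer. ADP was quantified by HTRF Transcreener TR-FRET.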
# HepG2 tox: qHTS for Inhibitors of TGF-b: Cytotox Counterscreen. AID 588856, 2011. Potency, µM (doses to about 46.1 µM), inactives show at the highest dose activity change, negative = cytotoxicity, actives largely listed as cytotoxic. 410,000 tested, 0.76% active. HepG2 CAGA-GFP viability, ATP luminescence, 18 h; further: potency means the concentration at half of the fitted maximal effect; some results filed as inactive show a strong effect at the top dose
#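 CellTiter-Glo luminescence gave cytotoxicity after 18 hours at 37 degrees C. The cells were HepG2 CAGA-GFP in 1% FBS DMEM, stimulated with 500 pg/mL TGF-beta after compound addition. %Activity was normalised to no-cell wells (complete cell-killing) and DMSO (no toxicity), and curves were fitted and classified.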
# Nrf2 activator: qHTS of Nrf2 Activators | Potency, µM (highest dose often 46.1 µM), for the others: at the highest dose activation, most hits filed as activators | 410,000 tested, 0.31% active | AREc32 ARE-luciferase reporter (MCF7-derived line), luminescence, 24 h | AID 624171, 2012; further: potency means the concentration at half of the fitted maximal effect; % of control where 0% means no effect; nearly all actives have a fitted effect of over 65% in size
#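 AREc32 cells carrying an ARE-driven firefly luciferase, 1000 cells/well in OPTI-MEM with 5% FBS, dosed after overnight attachment and incubated 24 hr at 37 deg C. Steady-Glo luminescence read after 30 min at RT.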
# A549 tox: Nrf2 qHTS screen for inhibitors: counterscreen for cytotoxicity. 390,000 tested, 0.16% active. AID 504648, 2011. Potency, µM (highest dose often 46 µM), inactives show at the highest dose activity change, negative = cytotoxicity, actives largely listed as inhibitors. A549 ARE-Fluc cells, CellTiter-Fluor viability, 18-24 h; further: potency means the concentration at half of the fitted maximal effect; on the % scale 0 is the no-effect control and ±100 the full control effect
#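 A549 ARE_Fluc cells in 5% FBS OPTI-MEM were exposed to compounds in concentration-response for 18-24 h at 37 deg C. Viability was read by CellTiter-Fluor fluorescence (Ex 405/Em 525) after 30 min, before the luciferase read.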
# Nrf2 inh: Nrf2 qHTS screen for inhibitors | A549 ARE-Fluc reporter, luciferase luminescence, 18-24 h | Potency, µM (highest dose often 46 µM), for the others: top-dose activity change, negative = inhibition, actives largely listed as inhibitors | 360,000 tested, 2.1% active; further: potency means the concentration at half of the fitted maximal effect; on the % scale 0 is the no-effect control and ±100 the full control effect; nearly all actives have a fitted effect of over 60% in size
#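 Nrf2 function is reported as luminescence of an ARE-controlled luciferase in A549 cells. Compounds were tested at several concentrations, and a CellTiter-Fluor read on the same wells flagged cytotoxicity.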
# Numbers without * were called inactive; i = inactive; ? = inconclusive; . = no result given; & = joins results of further samples; [ ] = another dose, or the depositor's remark. Unless noted, the call rests on the fitted dose curve; in most records, active means well fitted curve in the direction sought with a large enough effect; inconclusive means small, poorly fitted or top-dose-only effect, or another doubt; inactive means no such curve, though single readings can be large; an effect the other way counts as inactive or inconclusive.
SMILES,S2 tox,CCT chaperon mod,Akt phos inh,TGFb SMAD3 inh,MmCpn inh,HepG2 tox,Nrf2 activator,A549 tox,Nrf2 inh
COc1ccc(OC)c(S(=O)(=O)n2cnc3cc(C)c(C)cc32)c1,i,-1.0,i,-5%,-1%,10%,3.0%,-14%,-26%
CCS(=O)(=O)c1ccc(O)c(NC(=O)Nc2ccc(C(C)(C)C)cc2)c1,?,0.0,i,-24%,-1%,-29%,0.2%,-1%,-1%
O=C(CNC(=O)C1CCCC1)Nc1ccccc1Br,i,-5.4,i,4%,-8%,-4%,0.1%,-2%,-7%
COc1ccc(NC(=O)C(c2ccc(C)cc2)N(C)C(=O)Cc2cccs2)cc1 (stereo unspecified),i,2.3,i,?,-3%,-16%&-2%,4.1%&4.2%,-7%&-15%,-1%[9.27 µM]
Cc1cc(-c2csc(NC(=O)c3cc4ccccc4o3)n2)c(C)n1C,i,-0.8,i,-7%,-2%,5%,0.3%,-17%,15%
CC1(C)Nc2ccccc2C(=O)N1c1ccccc1,i,-2.5,i,8%,-1%,-23%,-0.3%,0%,4%
COc1ccc(-c2cc(C(=O)Nc3cc(OC)c(OC)c(OC)c3)no2)cc1,i,-34*,i,2%,0%,-50%,-0.5%,-15%,-18%
O=C1CCCCC1C(Nc1ccc(Br)cc1)c1ccccc1 (stereo unspecified),?,-0.1,i,-4%,1%,-13%,3.7%,-2%,-6%
O=C1CC(c2ccc(F)cc2)C(n2cncn2)C(O)=C1C1NCCc2ccccc21 (stereo unspecified),i,0.1,i,1%,0%,-4%,0.1%,2%,-2%
O=C(c1ccccc1-c1nc(-c2ccc(Cl)cc2)no1)N1CCCC1,i,-13,i,?,-2%,-27%,27%,-5%,?
Nc1ccc(Nc2ccccc2N)cc1,i,-6.0,i,-35%,-1%,-51%,-0.5%,-19%,-9%
Cc1ccc(NC(=O)c2cccc3c2C(=O)N(C2CCCCC2)C3)cc1,i,0.8,i,9%,0%,0%,-0.3%,0%,?

# Full records from above. Values in the order: S2 tox	CCT chaperon mod	Akt phos inh	TGFb SMAD3 inh	MmCpn inh	HepG2 tox	Nrf2 activator	A549 tox	Nrf2 inh
# Nc1ccc(Nc2ccccc2N)cc1 across the screens: i	-6.0	i	-35%	-1%	-51%	-0.5%	-19%	-9%
# COc1ccc(OC)c(S(=O)(=O)n2cnc3cc(C)c(C)cc32)c1 across the screens: i	-1.0	i	-5%	-1%	10%	3.0%	-14%	-26%
# O=C1CCCCC1C(Nc1ccc(Br)cc1)c1ccccc1 (stereo unspecified) across the screens: ?	-0.1	i	-4%	1%	-13%	3.7%	-2%	-6%
# O=C1CC(c2ccc(F)cc2)C(n2cncn2)C(O)=C1C1NCCc2ccccc21 (stereo unspecified) across the screens: i	0.1	i	1%	0%	-4%	0.1%	2%	-2%

# More records.
SMILES,S2 tox,CCT chaperon mod,Akt phos inh,TGFb SMAD3 inh,MmCpn inh,HepG2 tox,Nrf2 activator,A549 tox,Nrf2 inh
CC1(C)OC(=O)C=C(CC2NS(=O)(=O)OC3CCCCC23)O1 (stereo unspecified),i,-1.9,i,-17%,-5%,-26%,-0.8%,-3%,1%
COc1ccnc(Oc2ccc(C)cc2C)c1C#N,i,2.4,i,-21%,-1%,-7%,9.3%,-1%,10%
Cc1ccccc1NC(=O)Cn1c(=O)n(CC2CCC(C(=O)NCCc3ccccc3)CC2)c(=O)c2ccccc21 (stereo unspecified),i,.,.,-1%,.,1%,-0.5%,-7%,5%
O=C(OCCN=C1NS(=O)(=O)c2ccccc21)c1cccc([N+](=O)[O-])c1,i,-0.4,i,-19%,2%,-5%,3.2%,-3%,-13%
O=C(C[C@H]1C/C=C\CC[C@@H](Cc2ccc(F)cc2)C(=O)OC[C@H]2CCCN2C1=O)N[C@H](CO)Cc1ccccc1,i,-2.5,i,-25%,-2%,-2%,3.3%,2%,-7%
COc1cccc(CNC(=O)Cn2cc3c(n2)-c2c(oc(C(=O)N4CCCC4)c2C)CC3)c1OC,.,.,.,?,.,-33%,3.8%,-6%,?
CCN(C(=O)CN1C(=O)c2ccc([N+](=O)[O-])cc2C1=O)C1CCCCC1,i,0.3,i,-4%,?,-12%,-0.2%,1%,-4%
COc1ccc(Cc2nnc(NC(=O)c3ccccc3Cl)s2)cc1OC,i,-0.8,i,-27%,0%,-4%,-0.7%,1%,-5%
O=C(Nc1nc(-c2nc3ccccc3s2)cs1)C1COc2ccccc2O1 (stereo unspecified),i,-1.3,i,-18%,-25%,-40%,3.5%,-2%,?
COc1cc(SC)ccc1C(=O)OCC(=O)N1CC(=O)Nc2ccccc21,i,0.4,i,14%,-1%,-15%,6.3%,2%,?
CC(C)(C)OC(=O)NCc1ccc(NC(=O)c2nc[nH]c2C(=O)NCCNC(=O)c2[nH]cnc2C(=O)Nc2ccc(CNC(=O)OC(C)(C)C)cc2)cc1,?,0.3,i,8%,2%,1%,-0.1%,2%,-14%
C/C(=N\NC(=O)C1CC1)c1ccc(C(C)(C)C)cc1,i,1.6,i,-9%,3%,-1%,-0.6%,10%,?

# Shown as a hit in CCT chaperon mod (from the list above):
molecule	CCT chaperon mod	Akt phos inh	MmCpn inh	Nrf2 activator
COc1ccc(-c2cc(C(=O)Nc3cc(OC)c(OC)c(OC)c3)no2)cc1	-34*	i	0%	-0.5%

# More compounds:
SMILES,S2 tox,CCT chaperon mod,Akt phos inh,TGFb SMAD3 inh,MmCpn inh,HepG2 tox,Nrf2 activator,A549 tox,Nrf2 inh
Cc1ccnc(Sc2ccc([N+](=O)[O-])cn2)n1,i,-1.6,i,6%,2%,14%,2.2%,1%,5%
CC1CCN(c2ccc([N+](=O)[O-])c(SCCO)c2)CC1,i,0.9,i,-20%,3%,-24%,3.5%,-9%,?
O=P(CCN1CCCCC1)(c1ccccc1)c1ccccc1,i,-2.2,i,-21%,0%,-12%,-0.6%,-2%,-6%
COc1ccc(OC)c(NC(=O)Cn2c(-c3ccc(Cl)cc3)noc2=O)c1,i,-0.6,i,3%,-1%,4%,-0.5%,11%,-3%
CN1CC(=O)Nc2cc(C(=O)O)ccc21,.,.,.,12%,.,12%,-0.5%,-1%,.
Oc1ccccc1OCc1nc2ccccc2s1,i,2.2,i,2%,0%,-11%,?,-1%,?
N#Cc1ccc(Oc2ccc(/C=N/O)cn2)cc1,i,1.8,i,20%,3%,8%,2.2%,-1%,9%
Cc1nc(C(=O)Nc2ccc(F)cc2)nn1-c1ccc([N+](=O)[O-])cc1,i,0.3,i,2%,-2%,-1%,-1.0%,-7%,-21%
CCOC(=O)/C(=N/Nc1ccccc1)Sc1nnc(CCc2ccccc2)n1-c1ccccc1,i,-2.1,i,-16%,2%,17%,-0.6%,-2%,25%
CC(=O)c1c(C)[nH]c(C(=O)Nc2ccccc2Cl)c1C,i,-1.2,i,2%,-16%,-18%,8.7%,3%,?
COc1cc2nc(N(CCCN(C)C)C(=O)c3ccc(C(=O)c4ccccc4)cc3)sc2cc1OC,.,-2.0,i,?,0%,16µM*,2.6%,-10%,4%
C=CCN1C(=O)/C(=C/c2ccc(OC)cc2)S/C1=N/c1nccs1,.,-6.4,i,4%,0%,27%,0.3%,2%,2%
CCOc1ccc(NC(=O)c2ccc3nc(C(C)C)oc3c2)cc1,.,.,.,?,.,-19%,2.3%,-1%,.
Cc1c(C(=O)N2CCCC2)c(S(=O)(=O)NCC(C)c2ccccc2)c(C)n1C (stereo unspecified),i,0.7,i,-2%,3%,-3%,-0.8%,-5%,0%
Cc1nnc(SCC(=O)NN2C(=O)NC3(CCCCC3)C2=O)s1,?,0.1,i,0%,1%,-1%,-0.1%,1%,-8%
C#CCSc1nnc(-c2ccc(OC)cc2)o1,i,-0.2,i,-13%,0%,-2%,2.2%,-4%,?
CCn1c(Cc2ccccc2)nnc1SCC(=O)N1CCCCC1,?,0.9,-106%*,-3%,-29%,-22%,-0.4%,-11%,0%
COc1ccc(Cl)cc1NC(=O)CN(C)C(=O)CCc1nc2ccccc2c(=O)[nH]1,i,0.5,i,-1%,1%,-11%,2.7%,2%,-16%
O=C(NC1CC1)C1CCN(C2CCN(C(=O)/C=C/c3cccc(F)c3F)CC2)CC1,i,2.4,i,7%,1%,-13%,-0.7%,2%,2%
O=C(COC(=O)c1ccc(S(=O)(=O)N2CCOCC2)cc1)Nc1ccccc1OC(F)F,i,-1.0,i,3%,0%,0%,3.7%,0%,0%
CN1C=CC=C/C1=C1\SC(=S)N(C2CCCCC2)C1=O,?,-0.3,i,3%,-3%,-1%,-0.5%,-17%,25%
Cc1cc(C)nc(NS(=O)(=O)c2ccc(NC(=O)Cn3c(=O)oc4ccccc43)cc2)n1,i,0.8,i,20%,3%,30%,-0.9%,0%,-4%
COCCNC(=O)C(c1ccc(Cl)cc1)N(C(=O)Cn1nnc2ccccc21)c1cccnc1 (stereo unspecified),i,3.1,i,?,0%,1%,0.5%,1%,-22%
Cc1c(C)c2ccc(O[C@@H]3O[C@H](CO)[C@H](O)[C@H](O)[C@H]3O)c(C)c2oc1=O,i,0.1,i,2%,-3%,0%,0.2%,6%,19%

# Bioassay records deposited in PubChem BioAssay by National Center for Advancing Translational Sciences (NCATS).
